Screening data: PubChem BioAssay, National Center for Advancing Translational Sciences (NCATS)
TexasRed fluor = Total Fluorescence Counterscreen for Inhibitors of the Interaction of Thyroid Hormone Receptor and Steroid Receptor Coregulator 2; TRb/SRC2 Texas Red total fluorescence interference; AID 1479, 2009; actives 0.29% (n = 280,000); Potency, µM (doses to about 106 µM), for inactives: at the highest dose fluorescence change, negative = quenching; active means well fitted curve in either direction with a large enough effect; inconclusive means small, poorly fitted or top-dose-only effect; further: potency means the concentration at half of the fitted maximal effect; on the % scale 0 is the no-effect control and ±100 the full control effect
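Human TRβ ligand-binding domain (0.6 uM) and Texas Red SRC2 peptide (20 nM) in Tris buffer with 1 uM T3 and 5% DMSO were incubated with pinned compound for 5 hr at ambient temperature. Total fluorescence was computed as S + 2P (555/632 nm).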
Tau fluor cs = Counterscreen qHTS for Inhibitors of Tau Fibril Formation, Fluorescence Polarization | actives 0.93% (n = 280,000) | Potency, µM (doses to about 57.7 µM), without a hit: at the highest dose activity change, negative = decrease | tau K18 P301L Alexa594 fluorescence, heparin fibrillization; further: potency means the concentration at half of the fitted maximal effect; on the % scale 0 is the no-effect control and ±100 the full control effect; nearly all actives have a fitted effect of over 55% in size
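Human tau K18 P301L (15 uM unlabeled, 0.24 uM Alexa 594-labeled) in 100 mM sodium acetate pH 7 with 20 uM heparin, 6 hr at 37 C. ThT 30 uM added, 1 hr ambient; Alexa 594 FP and total fluorescence read at 555/632 nm.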
NPSR antag = qHTS Assay for Antagonists of the Neuropeptide S Receptor: cAMP Signal Transduction; Potency, µM (titrated, usually from 38.3 µM), for inactives: top-dose activity change, negative = inhibition, hits mostly inhibitors; CHO-NPSR cells, cAMP TR-FRET, antagonist mode; Q6W5P4; actives 1% (n = 220,000); further: potency means the concentration at half of the fitted maximal effect; on the % scale 0 is the no-effect control and ±100 the full control effect; nearly all actives have a fitted effect of over 50% in size; many of its hits are not listed in these tables
Target sequence (Q6W5P4 whole entry, looked up): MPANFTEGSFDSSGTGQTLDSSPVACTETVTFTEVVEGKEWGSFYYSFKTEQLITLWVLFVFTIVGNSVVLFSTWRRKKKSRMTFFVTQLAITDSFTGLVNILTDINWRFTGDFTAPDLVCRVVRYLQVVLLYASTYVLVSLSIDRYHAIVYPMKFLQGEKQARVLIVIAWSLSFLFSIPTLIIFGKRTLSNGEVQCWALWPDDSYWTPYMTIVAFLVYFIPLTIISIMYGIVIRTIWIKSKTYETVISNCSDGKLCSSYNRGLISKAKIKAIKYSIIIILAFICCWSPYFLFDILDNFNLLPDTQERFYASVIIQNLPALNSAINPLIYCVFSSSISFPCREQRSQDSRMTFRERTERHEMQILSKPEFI
CBFb RUNX1 block = qHTS Assay for Compounds Blocking the Interaction Between CBF-beta and RUNX1 for the Treatment of Acute Myeloid Leukemia | Runt-related transcription factor 1 (Homo sapiens) + Core-binding factor subunit beta … | AlphaScreen CBFb-His/RUNX1-biotin binding, biochemical | Potency, µM (titrated, usually from 59.8 µM), for inactives: at the top dose activity, negative = inhibition, usual class: inhibitors | 230,000 tested, under 10 active; further: % of control where 0% means no effect
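Compounds were screened at multiple concentrations against a preformed CBF-beta(His)/RUNX1(biotin) complex (30 nM of each) for 15 min at room temperature, followed by 90 min with nickel and streptavidin beads and AlphaScreen reading.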
Tau fibril FP = qHTS for Inhibitors of Tau Fibril Formation, Fluorescence Polarization; Microtubule-associated protein tau (Homo sapiens), P10636; K18 P301L tau heparin fibrillization, Alexa594 FP, 6 h; Potency, µM (titrated, usually from 57.7 µM), without a hit: at the highest dose activity, negative = inhibition, hits mostly inhibitors; actives 0.39% (n = 280,000); further: potency means the concentration at half of the fitted maximal effect; on the % scale 0 is the no-effect control and ±100 the full control effect; nearly all actives have a fitted effect of over 55% in size
Target sequence (P10636 561-689 P618L limits assumed): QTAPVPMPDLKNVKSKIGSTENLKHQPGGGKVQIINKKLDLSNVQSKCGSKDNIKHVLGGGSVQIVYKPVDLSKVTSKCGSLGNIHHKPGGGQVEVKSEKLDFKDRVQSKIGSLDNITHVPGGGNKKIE
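Quantitative HTS format: compounds meet 15 uM recombinant K18 P301L tau and Alexa 594-tau tracer in 100 mM sodium acetate pH 7; 20 uM heparin triggers fibrillization at 37 C over 6 hr; FP gives the signal.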
GLA spleen mod = qHTS Assay for Inhibitors and Activators of Human alpha-Galactosidase From Spleen Homogenate | human spleen homogenate, 4MU-alpha-Gal fluorescence, 40 min | Potency, µM (highest dose often 80 µM), for the others: at the highest dose activity change, negative = inhibition, most hits filed as inhibitors | actives 0.008% (n = 240,000);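 further: potency means the concentration at half of the fitted maximal effect; 0% = enzyme with vehicle and -100% = no enzyme basal signal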
Target sequence (P06280 32-429 limits assumed): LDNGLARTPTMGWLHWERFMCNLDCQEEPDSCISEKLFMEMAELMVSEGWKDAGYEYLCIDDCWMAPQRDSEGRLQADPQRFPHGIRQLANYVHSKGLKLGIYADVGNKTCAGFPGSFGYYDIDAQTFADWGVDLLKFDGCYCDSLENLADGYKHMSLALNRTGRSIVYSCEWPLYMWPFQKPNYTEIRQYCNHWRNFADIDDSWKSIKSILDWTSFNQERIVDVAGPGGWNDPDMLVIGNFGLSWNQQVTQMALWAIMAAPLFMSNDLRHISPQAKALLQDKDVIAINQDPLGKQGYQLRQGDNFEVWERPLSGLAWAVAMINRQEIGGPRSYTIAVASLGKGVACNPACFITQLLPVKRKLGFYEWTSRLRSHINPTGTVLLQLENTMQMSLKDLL
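Fluorogenic readout (Ex 365/Em 440 nm) of 4-methylumbelliferone released from 1 mM 4-MU-alpha-galactoside by spleen homogenate, 40 min at 37C, pH 5.0. Data normalized to no-enzyme and enzyme controls; Hill-equation AC50 from compound titrations.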
Epigenetic derep = Quantitative High-Throughput Screen for Regulators of Epigenetic Control; Potency, µM (doses to about 53.9 µM), inactives show at the highest dose GFP activation, most hits filed as activators; actives 0.2% (n = 280,000); murine LDR cells, GFP reporter derepression, 30 h; further: potency means the concentration at half of the fitted maximal effect; % of control where 0% means no effect; nearly all actives have a fitted effect of over 60% in size
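Readout is the number of GFP-expressing murine LDR cells, counted by cytometry following washing. Cells were treated with compound for 30 h at 37 C; the stably integrated CMV-GFP locus is normally silent.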
TRb-SRC2 inh = qHTS for Inhibitors of the Interaction of Thyroid Hormone Receptor and Steroid Receptor Coregulator 2. AID 1469, 2008. actives 0.065% (n = 280,000). TRbeta-SRC2 peptide binding, fluorescence polarization; receptor liganded with 1 µM T3. Thyroid hormone receptor beta (Homo sapiens), P10828. Potency, µM (titrated, usually from 106 µM), without a hit: top-dose activity change, negative = inhibition, usual class: inhibitors;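 further: potency means the concentration at half of the fitted maximal effect; plate controls were bound peptide for no effect and peptide without receptor for full effect; nearly all actives have a fitted effect of over 50% in size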
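Decrease in fluorescence polarization of 20 nM Texas Red SRC2 coactivator peptide flagged inhibition of its binding to 0.6 uM TRb LBD; 1 uM T3 included, incubation 5 hr, ex 555/em 632 nm.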
* marks the source's active call; other numbers are inactive results; ? = inconclusive; . = no result given; & = joins results of further samples; [ ] = remark or other dose. Unless noted, the call rests on the fitted dose curve; in most records, active means well fitted curve in the direction sought with a large enough effect; inconclusive means small, poorly fitted or top-dose-only effect, or another doubt; inactive means no such curve, though single readings can be large; an effect the other way counts as inactive or inconclusive. Only part of the results is shown; the hit share may differ from the screen's.

Compound	TexasRed fluor	Tau fluor cs	NPSR antag	CBFb RUNX1 block	Tau fibril FP	GLA spleen mod	Epigenetic derep	TRb-SRC2 inh
O=C(c1ccc2c(c1)OCCO2)C1CCN(S(=O)(=O)c2ccc(F)cc2)CC1	3%	-23%	-21%[46.1 µM]	3%	-2%	-8%	-1.0%	-8%
COc1ccc(-c2cc(C(F)(F)F)n3nc(C)c(-c4ccccc4)c3n2)cc1OC	0%	-9%	.	.	-2%	.	?	4%
COc1ccccc1NC(=O)Cn1c(=O)n(CCc2ccccc2)c(=O)c2c3c(sc21)CN(C(C)=O)CC3	-25%	-21%	.	.	2%	.	0.0%	0%
COCCNC(=O)[C@@]1(Cc2ccccc2)C=C[C@@H](C)N1C(C)=O	-1%&-5%	-4%&-9%	11%	-2%[2.36 µM]	7%&3%	5%&-4%	1.3%&0.5%	0%&5%
CCCCOc1ccc(C(=O)Nc2ccc(SC(F)F)cc2)cc1OC	-1%	-16%	-21%	1%	?	4%	-2.5%	-4%
COc1ccccc1OCCn1cc(C(=O)c2ccco2)c2ccccc21	0%	?	?	-14%	-11%	-15%	-3.0%	10%
CCOC(=O)C1CN(S(=O)(=O)c2ccc(OC)cc2)c2cc(S(=O)(=O)CC)ccc2O1 (stereo unspecified)	0%	-6%	-7%[46.1 µM]	4%	5%	4%	-1.0%	4%
Cc1ccc(C2=NN(S(C)(=O)=O)C(c3ccc4nccnc4c3)C2)cc1 (stereo unspecified)	1%	-2%	12%	-4%	-7%	-3%	?	7%
O=S(=O)(/C=C/c1ccccc1)N1CCN(Cc2ccccc2)CC1	-1%	-21%	-16%	2%	-1%	-10%	6.7%	7%
COC(=O)c1cccc(NC(=O)CCCOc2ccccc2)c1	-6%	-19%	2%[46.1 µM]	7%	-11%	4%	7.5%	-6%

The last 2 compounds of the part before are carried over, then new ones follow.
Compound	TexasRed fluor	Tau fluor cs	NPSR antag	CBFb RUNX1 block	Tau fibril FP	GLA spleen mod	Epigenetic derep	TRb-SRC2 inh
O=S(=O)(/C=C/c1ccccc1)N1CCN(Cc2ccccc2)CC1	-1%	-21%	-16%	2%	-1%	-10%	6.7%	7%
COC(=O)c1cccc(NC(=O)CCCOc2ccccc2)c1	-6%	-19%	2%[46.1 µM]	7%	-11%	4%	7.5%	-6%
CCOc1cc(C#N)c(NC(=O)c2ccc(OC)c(S(=O)(=O)N3CCCC3)c2)cc1OCC	-12%	-26%	.	.	-3%	.	1.1%	5%
Cc1[nH]n2c(=O)c3c(nc2c1-c1ccccc1)CCC3	1%	-5%	-16%[46.1 µM]	12%	-11%	-3%	1.1%	1%
Cc1cc(OCC(=O)N(Cc2ccc(N(C)C)cc2)Cc2ccco2)cc(C)c1Cl	2%	-28%	.	.	10%	.	9.3%	-9%
Cc1[nH]c2ccccc2c1C(=O)CSc1ccc(F)cc1	-7%	-15%	-18%	-1%	-13%	-4%	?	-1%
Cc1c(-c2ccc(F)cc2)[n+](=O)c2c(n1[O-])CCCCC2	-1%	12%	11%	13%	6%	2%	-5.0%	-4%
N#CC1C(C#N)N2CCCN2C1c1ccc(Br)cc1 (stereo unspecified)	-4%	-5%	-10%	-5%	-1%	21%	-1.3%	-9%
Cc1ccc(/C=N/N=C/c2ccc(C)s2)s1	-1%	-15%	-2%	3%	-1%	-1%	-1.8%	-4%
COc1ccc(-c2c(C#N)c(SCC(=O)Nc3ccc(C)cc3)nc(C)c2C(=O)Nc2ccccc2)cc1	4%	-6%	.	.	?	.	-1.6%	8%
CC(C)Nc1nc(Oc2ccc(Cl)cc2Cl)cc(C(F)(F)F)n1	0%	-10%	-9%[46.1 µM]	17%	-10%	-15%	0.0%	-18%
Cc1ccc(NNC(=O)C2CCC2)cc1C	1%	-8%	3%[7.67 µM]	3%	-9%	2%	-0.3%	-3%

Record cards, as listed above. Values in the order: TexasRed fluor | Tau fluor cs | NPSR antag | CBFb RUNX1 block | Tau fibril FP | GLA spleen mod | Epigenetic derep | TRb-SRC2 inh
Record of Cc1[nH]n2c(=O)c3c(nc2c1-c1ccccc1)CCC3 → 1% | -5% | -16%[46.1 µM] | 12% | -11% | -3% | 1.1% | 1%
Record of Cc1ccc(NNC(=O)C2CCC2)cc1C → 1% | -8% | 3%[7.67 µM] | 3% | -9% | 2% | -0.3% | -3%
Record of Cc1cc(OCC(=O)N(Cc2ccc(N(C)C)cc2)Cc2ccco2)cc(C)c1Cl → 2% | -28% | . | . | 10% | . | 9.3% | -9%
Record of Cc1[nH]c2ccccc2c1C(=O)CSc1ccc(F)cc1 → -7% | -15% | -18% | -1% | -13% | -4% | ? | -1%
Record of Cc1ccc(/C=N/N=C/c2ccc(C)s2)s1 → -1% | -15% | -2% | 3% | -1% | -1% | -1.8% | -4%

The listing continues.
Compound	TexasRed fluor	Tau fluor cs	NPSR antag	CBFb RUNX1 block	Tau fibril FP	GLA spleen mod	Epigenetic derep	TRb-SRC2 inh
CC(C)SCc1nc2ccccc2[nH]1	1%	-7%	-5%[46.1 µM]	-3%	-6%	-3%	1.0%	-10%
COc1cccc(CNC(=O)c2cc(-c3cccc(OC)c3)n[nH]2)c1	-3%	?	.	.	-14%	.	-0.9%	-1%
CN(C(=O)COC(=O)c1cncc(Br)c1)C1CCS(=O)(=O)C1 (stereo unspecified)	-6%	-3%	13%	12%	-1%	-2%	-0.4%	-6%
COc1ccc(CNC(=O)CN(c2ccccc2)S(=O)(=O)c2ccccc2[N+](=O)[O-])cc1	-6%	-29%	35%	-3%	13%	4%	0.1%	5%
Cc1ccccc1NC(=O)COC(=O)CCc1nc2ccccc2c(=O)[nH]1	-2%	5%	3%	12%	-5%	1%	-0.4%	-6%
COc1ccc(NC(=O)c2[nH]c(C)c(C(C)=O)c2C)cc1S(=O)(=O)Nc1ccc(Br)cc1	2%	-23%	14%	-6%	?	3%	1.1%	-6%
Cc1ccc(S(=O)(=O)n2nc(C)cc2C)cc1	-7%	-8%	1%[46.1 µM]	4%	8%	1%	-0.7%	5%
COc1ccc(C2C(C(=O)Nc3ccccc3)=C(C)Nc3nc(-c4ccccc4Cl)nn32)cc1OC (stereo unspecified)	1%	-18%	.	.	-8%	.	0.2%	2%
CCOC(=O)C[N+]1(C)CCN(C(C)=O)CC1	-1%	-1%	1%	4%	5%	-4%	2.4%	3%
COc1ccc(-c2cc(C(=O)NCCN3CCOCC3)c3ccccc3n2)c(OC)c1	0%	-2%	-10%[46.1 µM]	9%	-4%	-1%	0.0%	0%
C=CCn1c(C)cc(C(=O)Cn2nc(C(=O)O)c3ccccc3c2=O)c1C	1%	-6%	-2%	4%	7%	6%	0.4%	-5%
COc1ccc(NC(=S)N2CCN(C/C=C/c3ccccc3)CC2)c(OC)c1	-3%	-11%	-3%	0%	3%	-12%	-0.4%	1%
CCOC(=O)c1ccc(NC(=O)CCn2c(=O)c3cccn3c3cccnc32)cc1	-2%	-16%	.	.	-10%	.	?	15%
CCOc1ccc(C(C)=O)cc1COC(=O)C1=COCCO1	-10%	8%	-9%[46.1 µM]	9%	0%	-3%	0.0%	-5%
COc1ccc(C(=O)c2sc3nc4c(c(C(F)(F)F)c3c2N)CN(C(C)=O)CC4)cc1OC	-2%	-10%	.	.	4%	.	4.1%	7%
Cc1c(Br)c(=O)[nH]c(=O)n1COCc1ccccc1	1%	-7%	-18%[46.1 µM]	5%	5%	-6%	-2.7%	7%
CCCn1c(=O)c2ccccc2n2c(SCC(=O)c3ccc(CC)cc3)nnc12	3%	0%	-1%[46.1 µM]	0%	-5%	0%	-1.2%	0%
CC(=O)c1ccc(N2CCN(C(=O)/C=C/c3ccc(S(=O)(=O)NCc4ccco4)cc3)CC2)cc1	1%	-16%	-13%	-24%	?	6%	-1.6%	4%
O=C(CC(C(=O)O)c1c[nH]c2ccccc12)c1ccccc1 (stereo unspecified)	1%	-11%	10%	9%	8%	3%	-3.0%	-1%
CC1=C(C(=O)NC2CCCC(C)C2C)C2(CCCCC2)OC1=O (stereo unspecified)	1%	0%	-25%[46.1 µM]	9%	2%	1%	0.0%	7%
Cc1cccc(Nc2nc(N)c([N+](=O)[O-])c(N3CCC(C)CC3)n2)c1	0%	?	-24%	-20%	-3%	5%	0.1%	0%
O=C1c2cccc3c(N4CCCCC4)ccc(c23)C(=O)N1c1cccc(O)c1	3%	-15%	-42%	5%	-11%	1%	11µM*	-6%
CC(C)(O)c1cc(=O)sc2nc3ccccc3n12	-8%	0%	14%[46.1 µM]	1%	3%	3%	-0.8%	0%
CC(C)Cc1cc(C(=O)Nc2sc3c(c2C#N)CCCC3)no1	1%	-2%	-33%	2%	4%	-6%	4.9%	-3%
CSc1nnc2c3ccccc3c3ccccc3c2n1	.	-12%	5%[46.1 µM]	-2%	-2%	4%	5.3%	.
Cc1ccc(NC(=O)CSCC(=O)Nc2ccc(N3CCOCC3)c(Cl)c2)cc1	-1%	?	-15%[46.1 µM]	0%	4%	-2%	9.6%	-16%
Cc1ccc(CN2CCNC(=O)C2CC(=O)N(C)C2CCCCC2)o1 (stereo unspecified)	1%	0%	-14%	1%	5%	-5%	-1.2%	-2%
CCOC(=O)C1CCCN(c2c(NCCN(CC)c3ccccc3)c(=O)c2=O)C1 (stereo unspecified)	2%	-13%	-7%[46.1 µM]	5%	2%	-15%	-0.8%	9%
